INS-1E GSIS act: GLuc luminescence reporter in INS-1E cells, primary screen for activators of glucose-dependent secretion of insulin | INS-1E GLuc reporter insulin secretion, 2-3 h | activation, % at 16.6 µM | actives 0.61% (n = 370,000) | AID 743287;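 active = lowest replicate activation of at least 40%, so every replicate reaches that level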;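 note: 0% = median of neutral control wells and 100% = median of IBMX positive control wells; some compounds called inactive have numbers as strong as hits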
FN deposit inh: fibronectin deposition inhibition; AH1F fibroblasts, Alexa488-fibronectin deposition fluorescence, overnight; inhibition, % at 12.6 µM; actives 0.086% (n = 350,000); AID 743247;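 active = mean inhibition across replicates of 30% or more, regardless of how many single replicates reach that level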;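 note: positive control wells lacked labelled fibronectin entirely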
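Measured by – fluorescence 485/525 nm · System – AH1F fibroblast monolayer, labelled fibronectin deposition · Amount – 10000 cells per well · Buffer or medium – serum-reduced DMEM (2% serum) · Doses – single dose, pinned · Also added – fluorescent fibronectin at 24 nM final · Schedule – 1 h cell attachment, overnight exposure to compound and label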
PGC1a acetyl inh: PGC1a acetylation modulation, inhibitor mode; U2OS PGC1a acetylation, AlphaScreen anti-acetyl-lysine; with virally co-expressed GCN5 acetyltransferase; inhibition, % at 15.6 µM; actives 0.17% (n = 350,000); AID 651687;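 active = every replicate shows inhibition of at least 40%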;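 note: 0% = neutral control wells and 100% = positive control wells; some results beyond the cut were filed as inactive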
Cneo AK release: Cryptococcus neoformans lysis via adenylate kinase release; C. neoformans lysis, adenylate kinase release luminescence, 4 h; normalised: neutral wells 0, clomiphene wells 100; lysis activity, % at 15 µM; actives 0.2% (n = 360,000); AID 651654;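 active = mean lysis activity across replicates of at least 80%, whatever share of replicates individually reach that level; inactive = mean lysis activity below 80%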
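Assay system: Cryptococcus neoformans yeast cells / Dosing: single-point compound dose / Timing: 4 h at 37 °C static, read 1 h later / Measured by: luminescence of released adenylate kinase using an AK detection reagent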
miR122 inh: miR-122 inhibition in Huh7 cells; actives 0.3% (n = 340,000); Huh7 miR-122 Renilla luciferase sensor, 48 h; neutral wells = 0, positive control = 100; activation (reporter increase), % at 12.5 µM;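 active = mean replicate activation score at least 90 and every replicate individually at or above 90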;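 note: higher luciferase means less miR-122 activity so hits act as miR-122 inhibitors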
CFTR F508del cor: CFTR F508del correction in bronchial cells; CFBE cells, YFP halide quenching; stimulated with forskolin plus potentiator P3; % fluorescence drop versus neutral controls; activity (quench increase), % at 7.58 µM; actives 0.36% (n = 350,000); AID 720511;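 active = mean added fluorescence quench of at least 8% versus neutral control, with both replicates also reaching 8%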;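 note: cells transiently co-express mutant CFTR-F508del with the halide-sensitive YFP; corrector assay measuring rescue of mutant channel to the surface after 24 h compound exposure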
PglD DTNB: inhibitors of Campylobacter jejuni PglD acetyltransferase | purified PglD enzyme, DTNB colorimetric CoA detection | inhibition, % at 12.5 µM | actives 0.098% (n = 360,000) | AID 602405; in the data active = inhibition above about 16%, passing the limit was not always enough; note: strong numbers were not always called active
Statin myotox sup: suppressors of simvastatin-induced myotoxicity in C2C12 myotubes; actives 0.78% (n = 330,000); rescue of ATP level, % at 7.49 µM; ATP luminescence, 48 h; scaled: DMSO 0, geranylgeraniol control 100; AID 602340;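 active = mean ATP rescue above about 67%, or every replicate alone reaching that limit, limit read from the data, passing the limit was not always enough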;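 note: myotubes were challenged with 10 µM simvastatin during compound exposure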
Numbers without * were called inactive; · = not tested or not shown; [ ] = dose if it differs, or a comment.

SMILES	INS-1E GSIS act	FN deposit inh	PGC1a acetyl inh	Cneo AK release	miR122 inh	CFTR F508del cor	PglD DTNB	Statin myotox sup
O=C(COC(=O)c1cccnc1Cl)c1ccc(OC(F)F)cc1	3	-9	0	-1	-4	2.9	-1	-2
C[C@@H]1CN([C@H](C)CO)C(=O)c2cc(NC(=O)CCCN(C)C)ccc2O[C@@H](C)CCCCO[C@H]1CN(C)C(=O)CCCN(C)C	10	-7	4	·	·	1.1	·	·
CCC1C(=O)CC(c2ccccc2)NC1c1ccccc1 (stereo not given)	9	-5	10	·	2	-0.4	·	·
CC(C)CC1NC(=O)c2cc3ccccc3cc2-n2c1nc1cc(Cl)ccc1c2=O (stereo not given)	-21	-8	3	7	1	1.6	-8	-6
COc1ccc(OCCCC(=O)OC(C)C(=O)Nc2ccc(NC(C)=O)cc2)cc1 (stereo not given)	21	5	·	1	-11	-1.4	-2	0
COc1ccc(-c2nnc(SCc3c(C)noc3C)n2N)cc1OC	·	·	2	3	1	·	0	-19
NC(=O)COC(=O)/C=C/c1ccc(S(=O)(=O)N2CCCCCC2)cc1	0	4	4	·	·	-4.3	·	·
C[C@@H]1CCCCO[C@@H](CN(C)C(=O)Nc2ccc3c(c2)OCO3)[C@@H](C)CN([C@@H](C)CO)C(=O)c2cc(NC(=O)Cc3ccccc3)ccc2O1	-15	·	-3	-9	0[16.7 µM]	0.2	7	·
CC(=O)Oc1ccc(-c2nc3c(C)cccc3c(=O)o2)cc1	1	3	7	-2	9	1.1	5	-10
COc1ccc(NC(=O)N(C)C[C@@H]2Oc3ncc(C#CC(C)C)cc3C(=O)N([C@@H](C)CO)C[C@@H]2C)cc1	-16	-8	-7	3	-3[16.7 µM]	-2.7	-3	-10
Cc1cc(OC(C)C(=O)NNC(=O)Nc2ccc(F)cc2F)cc(C)c1Cl (stereo not given)	-65	1	-4	-1	4	-0.6	8	-4
Nc1nonc1C(=O)NCCNC(=O)c1cccc(Cl)c1	-1	3	7	0	-2	-1.5	0	0
COc1ccc(CN(C)C[C@@H]2OCCCC[C@H](C)Oc3ccc(NC(=O)c4ccccc4)cc3C(=O)N([C@@H](C)CO)C[C@H]2C)cc1	-21	·	-13	-1	-8[16.7 µM]	-1.9	-2	·
CC(C)(OC(=O)c1ccc(C(F)(F)F)cc1)c1cc2ccccc2c(=O)o1	13	-10	2	-1	-7	1.6	-1	8
COC(=O)c1ccc(NC(=O)C2CC(=O)OC2c2ccccc2)cc1 (stereo not given)	-7	-2	4	-7	-4	-1.6	-1	·
O=C(O)CCc1ccc(-c2cccs2)n1-c1ccc(C(=O)O)cc1	-11	17	11	-2	·	-0.5	4	-14
CC1CCCCC12NC(=O)N(CC(=O)N1CCN(S(=O)(=O)c3cccs3)CC1)C2=O (stereo not given)	21	4	-4	9	-5	0.7	-3	14
C[C@@H]1CN([C@H](C)CO)S(=O)(=O)c2ccc(Br)cc2O[C@@H]1CN(C)Cc1cncnc1	6	·	-1	-7	9[16.7 µM]	-0.9	1	7
Cc1ccc(C(=O)CSc2nc(C)cc(=O)[nH]2)cc1	·	-1	4	0	0	·	-2	4
NC(=O)c1cc(C(=O)c2ccccc2Cl)c[nH]1	-3	17	6	·	·	-0.7	·	·
O=C(c1ccccc1)N1CC[C@@H]2[C@@H](CO)Nc3ccc(-c4ccc(F)cc4)cc3[C@@H]21	3	1	9	-12	89[16.7 µM]	2.9	1	-10
O=C(CSC1=NCCS1)NCc1ccco1	·	·	17	2	-1	·	-3	13
C(=C\c1ccccc1)/CNn1cnnc1	15	-2	-7	1	-3	·	-6	-3
Cc1sc2c(c1C)C(=O)/C(=C\Nc1ccccn1)S(=O)(=O)N2C	30	-20	11	-6	-7	1.1	1	·
N#C[C@@H]1[C@@H](c2ccccc2)[C@H](CO)N1C(=O)c1ccccc1F	-5	9	-2	50	·	1.4	5	-1

Reformatted bar-delimited: two of the compounds above.
Compound | INS-1E GSIS act | FN deposit inh | PGC1a acetyl inh | Cneo AK release | miR122 inh | CFTR F508del cor | PglD DTNB | Statin myotox sup
O=C(c1ccccc1)N1CC[C@@H]2[C@@H](CO)Nc3ccc(-c4ccc(F)cc4)cc3[C@@H]21 | 3 | 1 | 9 | -12 | 89[16.7 µM] | 2.9 | 1 | -10
Cc1cc(OC(C)C(=O)NNC(=O)Nc2ccc(F)cc2F)cc(C)c1Cl (stereo not given) | -65 | 1 | -4 | -1 | 4 | -0.6 | 8 | -4

Additional records.
SMILES	INS-1E GSIS act	FN deposit inh	PGC1a acetyl inh	Cneo AK release	miR122 inh	CFTR F508del cor	PglD DTNB	Statin myotox sup
Cc1ccc(S(=O)(=O)NCc2nc3ccccc3[nH]2)cc1	16	-5	5	-1	-5	-1.8	3	-12
O=C(O)C1CSC2c3ccccc3C(=O)N12 (stereo not given)	-2	·	·	0	0	0.0	-1	3
C[C@@H]1CN([C@H](C)CO)S(=O)(=O)c2ccc(/C=C/c3ccccc3)cc2O[C@@H]1CN(C)C(=O)Nc1cccc(F)c1	9	·	8	2	14[16.7 µM]	3.1	0	5
CC(C)=CCC/C(C)=C/C(N)=O	7	-1	·	3	·	0.6	0	-3
O=C(CCSCc1ccccc1F)NCc1ccc(F)cc1	-7	5	11	-6	-6	-3.6	2	19
Cc1nc(SCC(=O)N2CCC(Cc3ccccc3)CC2)[nH]c(=O)c1C	-15	-11	·	-6	·	1.3	-7	4
C/C(=N\OCC(=O)Nc1ccccc1Br)c1cccs1	7	10	5	·	2	-2.2	·	3
CCN1C(=O)[C@H]2[C@@H](c3ccc(-c4cc(C(C)=O)cs4)cc3)N[C@@](Cc3ccccc3)(C(=O)OC)[C@H]2C1=O	-6	3	-1	-1	0	1.6	-7	-1
O=C(C[C@@H]1CC[C@@H]2[C@H](COC[C@H](O)CN2S(=O)(=O)c2cccc(Cl)c2)O1)NCCCN1CCOCC1	5	-12	2	-1	-2[16.7 µM]	-2.9	3	0
CS(=O)(=O)N1CCN(c2cnn(-c3ccccc3)c(=O)c2Cl)CC1	9	·	0	6	0	-0.7	6	3
Cc1cc(C(=O)CCl)c(C)n1CCc1ccc(Cl)cc1	-15	-1	-20	-1	-3	-4.7	-3	8
CCCCCN(C(=O)NC(=O)Nc1ccc(C)cc1C)S(C)(=O)=O	-2	13	2	·	-2	0.2	·	·
CCC(C(=O)NC1CCCC1)N(C(=O)Cn1nnc(-c2ccc(C)o2)n1)c1ccc(OC)cc1 (stereo not given)	9	-8	21	-4	9	-0.1	4	5
O=C(Nc1cccnc1)c1cc2nc(C3CC3)cc(C(F)(F)F)n2n1	11	·	-15	-3	4	·	1	·
CC1=CC(C)C2C(=O)N(c3ccccc3)C(=O)C2C1 (stereo not given)	-1	·	-6	-1	-3	-2.0	1	-12
CCC(C(=O)NC1CCCC1)N(Cc1ccco1)C(=O)Cn1nnc(-c2ccc(C)cc2)n1 (stereo not given)	·	·	-5	0	-3	·	4	52
CC(C)C(=O)Nc1nc2c(ncn2C2CC(O)C(CO)O2)c(=O)[nH]1 (stereo not given)	·	0	0	0	-2	3.3	-3	-9
CCCCn1c(N)c(N(CC)C(=O)c2ccccc2F)c(=O)[nH]c1=O	-3	1	·	-2	·	0.3	0	14
Cc1nc2sccn2c(=O)c1S(=O)(=O)Nc1ccc(N2CCN(C(=O)C(C)C)CC2)cc1	-7	2	6	-1	-1	-0.1	-2	1
CC(=O)Nc1cccc(NC(=O)CSc2nnnn2Cc2ccccc2)c1	·	-8	-4	-2	-6	·	-9	0
O=C(Nc1nc(-c2cc(Cl)sc2Cl)cs1)c1ccccc1	·	6	·	0	10	·	3	-10
CO[C@@H]1CN(C)C(=O)c2ccc(NC(=O)c3cccc(F)c3)cc2OC[C@H](C)N(CC2CC2)C[C@@H]1C	-10	6	-38	0	·	-3.9	0	-18
C[C@@H]1CN([C@@H](C)CO)C(=O)c2cc(C#CC3CC3)cnc2O[C@H]1CN(C)C(=O)Cc1ccccn1	0	·	-1	-8	-2[16.7 µM]	-2.2	2	-17
NC(=O)CSc1nnc(-c2ccc3c(c2)OCO3)o1	-8	-4	8	3	-2	2.1	-5	·
COc1ccc(-c2ccc3c(c2)O[C@H](CN(C)C(=O)Nc2ccccc2F)[C@H](C)CN([C@H](C)CO)S3(=O)=O)cc1	-20	7	14	2	-28[16.7 µM]	1.2	-2	17
SMILES	INS-1E GSIS act	FN deposit inh	PGC1a acetyl inh	Cneo AK release	miR122 inh	CFTR F508del cor	PglD DTNB	Statin myotox sup
COc1ccc(C2=NOC(COc3ccc4c(C)cc(=O)oc4c3)C2)c(OC)c1 (stereo not given)	·	5	-18	-4	9	4.9	1	·
Fc1cccc(Cl)c1CSc1nnc(COc2cccc3cccnc23)o1	-30	·	-17	·	0	0.4	·	-10
CC(=O)c1cc2c(cc1NC(=O)C1CN(C(C)=O)c3ccccc3O1)OCO2 (stereo not given)	28	1	-13	-4	3	-0.4	-1	1
Cc1cc(O)c(-c2cc(C(=O)NCCc3ccc(S(N)(=O)=O)cc3)[nH]n2)cc1C	6	0	8	-2	5	4.9	-4	-36
CSc1nnc(N2C(=O)C(O)=C(C(=O)c3ccco3)C2c2ccccc2F)s1 (stereo not given)	·	2	11	10	-3	-3.2	-1	3
CC(C)(C)c1ccc(Oc2ccc(N)cc2)cc1	-2	-5	·	1	-7	-4.5	3	·
Clc1ccc(Nc2ncn[nH]2)cc1	·	10	18	1	0	·	7	0
O=C(Nc1ccccc1OC(=O)c1ccccc1)c1ccccc1	·	·	-4	-4	5	1.5	4	8
CN(C)C(=O)[C@H]1[C@H](CO)[C@H]2Cn3c(ccc(-c4ccccc4)c3=O)[C@@H]1N2Cc1ccccn1	-11	·	·	-4	·	·	2	3
COCCN(CCOc1cc(C)cc(C)c1)Cc1ccc(Cl)cc1	-24	-6	15	4	-1	0.0	-6	-1

Profiles, quoted from the list:
Fc1cccc(Cl)c1CSc1nnc(COc2cccc3cccnc23)o1 as listed: INS-1E GSIS act = -30; FN deposit inh = ·; PGC1a acetyl inh = -17; Cneo AK release = ·; miR122 inh = 0; CFTR F508del cor = 0.4; PglD DTNB = ·; Statin myotox sup = -10
O=C(Nc1ccccc1OC(=O)c1ccccc1)c1ccccc1 as listed: INS-1E GSIS act = ·; FN deposit inh = ·; PGC1a acetyl inh = -4; Cneo AK release = -4; miR122 inh = 5; CFTR F508del cor = 1.5; PglD DTNB = 4; Statin myotox sup = 8

A few values from the results shown.
CSc1nnc(N2C(=O)C(O)=C(C(=O)c3ccco3)C2c2ccccc2F)s1 (stereo not given) in Cneo AK release → 10
CC(=O)c1cc2c(cc1NC(=O)C1CN(C(C)=O)c3ccccc3O1)OCO2 (stereo not given) in INS-1E GSIS act → 28
COc1ccc(C2=NOC(COc3ccc4c(C)cc(=O)oc4c3)C2)c(OC)c1 (stereo not given) in miR122 inh → 9

Part of the list above with just Statin myotox sup and PGC1a acetyl inh:
smiles	Statin myotox sup	PGC1a acetyl inh
NC(=O)COC(=O)/C=C/c1ccc(S(=O)(=O)N2CCCCCC2)cc1	·	4
CC(C)CC1NC(=O)c2cc3ccccc3cc2-n2c1nc1cc(Cl)ccc1c2=O (stereo not given)	-6	3
N#C[C@@H]1[C@@H](c2ccccc2)[C@H](CO)N1C(=O)c1ccccc1F	-1	-2
CC(=O)Nc1cccc(NC(=O)CSc2nnnn2Cc2ccccc2)c1	0	-4
COC(=O)c1ccc(NC(=O)C2CC(=O)OC2c2ccccc2)cc1 (stereo not given)	·	4
